Bioassay records as filed in PubChem.
Mm-Cpn inhibitor: inhibitors of Methanococcus maripaludis chaperonin (MmCpn) | purified Mm-Cpn ATPase, ADP Transcreener TR-FRET | Potency, µM (highest dose often 76.9 µM), without a hit: at the top dose activity, negative = inhibition, usual class: inhibitors | 330,000 compounds, 0.031% hits | AID 504842; further: potency means the concentration at half of the fitted maximal effect; on the % scale 0 is the no-effect control and ±100 the full control effect; nearly all actives have a fitted effect of over 80% in size
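Purified archaeal Mm-CPN (25nM final) preincubated 10 min at 37degC with compound, then 10uM ATP for 30 min at 37degC; ADP measured by HTRF Transcreener TR-FRET; buffer 30 mM TRIS pH 7.4, 100mM KCl, 5mM MgCl2, 1mM DTT.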
CCT chaperon mod: changes cytosolic chaperonin activity; purified chaperonin ATPase assay, HTRF ADP detection, 30 min; activity change, % (test concentration not listed), hits read low; 360,000 compounds, 0.3% hits; in the data active means activity change below about -30%; further: on the % scale 0 is the no-effect control and ±100 the full control effect
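TRiC at 40 or 20 nM final (batch-dependent) in 30 mM Tris pH 7.4, 100 mM KCl, 5 mM MgCl2, 1 mM DTT, with compound at single 76 uM and 10 uM ATP, 30 min at 37 deg C. ADP detected by HTRF Transcreener, 665/615 ratio.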
Nrf2 ARE act: activators of Nrf2 (ARE) signaling; AREc32 ARE-luciferase reporter (MCF7-derived line), luminescence, 24 h; Potency, µM (titrated, usually from 46.1 µM), for inactives: at the top dose activation, most hits filed as activators; 410,000 compounds, 0.31% hits; AID 624171; further: potency means the concentration at half of the fitted maximal effect; % of control where 0% means no effect; nearly all actives have a fitted effect of over 65% in size
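Nrf2 activation is followed as ARE-luciferase induction in the AREc32 line after one day of compound treatment; luminescence is read with Steady-Glo.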
S2 tox: cell viability loss in ATXN counter-screen; S2 cells (HEK-293 line with an ATXN2-luciferase reporter) viability, CellTiter-Fluor protease fluorescence, 24 h; 400,000 compounds, 0.49% hits; Potency, µM (doses to about 56.7 µM), usual class: cytotoxic; AID 651635; further: potency means the concentration at half of the fitted maximal effect; nearly all actives have a fitted effect of over 40% in size
pAkt inh: Akt phosphorylation inhibition; 360,000 compounds, 0.32% hits; activity change, % for hits at 50 µM; AID 651550; Neuro2A IGF-stimulated pAkt S473 HTRF, 20 min; hits give low values; in the data active means activity change below about -80%; inconclusive means mostly about -51% to -80%; further: on the % scale 0 is the no-effect control and ±100 the full control effect
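Neuro2A cells (4,500/well, DMEM with 0.5% FBS) were treated with compound at a single 50 µM final concentration, stimulated with 6 nM IGF for 20 min at 37 °C, and lysed. Phospho-Akt Ser473 was read by HTRF as 665/615 ratio ×10^4.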
TGFb SMAD3 inh: blocks TGF-b signaling | 410,000 compounds, 1.2% hits | Potency, µM (top dose mostly 46.1 µM), for the others: top-dose activity, negative = inhibition, most hits filed as inhibitors | HepG2 CAGA-GFP TGF-b/SMAD3 reporter, GFP fluorescence, 18 h; TGF-beta stimulated, 500 pg/mL final; further: potency means the concentration at half of the fitted maximal effect; on the % scale 0 is the no-effect control and ±100 the full control effect; nearly all actives have a fitted effect of over 65% in size
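Inhibition was scored as loss of TGF-beta-induced (500 pg/mL final, 18 hours, 37 degrees C) GFP in HEPG2 cells carrying a CAGA-GFP reporter, in DMEM with 1% FBS. Well GFP was summed per cell; Activity was normalised to unstimulated and stimulated DMSO wells, then concentration-response fitting.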
A549 viability: A549 cytotoxicity, counter-screen for Nrf2 inhibitors. A549 ARE-Fluc cells, CellTiter-Fluor viability, 18-24 h. Potency, µM (titrated, usually from 46 µM), without a hit: top-dose activity change, negative = cytotoxicity, actives largely listed as inhibitors. 390,000 compounds, 0.16% hits. AID 504648; further: potency means the concentration at half of the fitted maximal effect; on the % scale 0 is the no-effect control and ±100 the full control effect
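Cytotoxicity counterscreen: CellTiter-Fluor fluorescence was measured in A549 ARE_Fluc cells after 18-24 h of compound exposure in a concentration series. The subsequent BugLite luminescent read reports ARE-luciferase activity.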
HepG2 tox: kills HepG2 cells in TGF-b inhibitor counter-screen; HepG2 CAGA-GFP viability, ATP luminescence, 18 h; Potency, µM (highest dose often 46.1 µM), without a hit: at the highest dose activity change, negative = cytotoxicity, hits mostly cytotoxic; 410,000 compounds, 0.76% hits; AID 588856; further: potency means the concentration at half of the fitted maximal effect; some results filed as inactive show a strong effect at the top dose
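HepG2 CAGA-GFP cells (1000/well, DMEM with 1% FBS) received compound, then TGF-beta at 500 pg/mL final, and were incubated 18 hours at 37 degrees C. Viability was read by CellTiter-Glo luminescence. Media-only wells were set as complete cell-killing and DMSO as no toxicity.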
Nrf2 inh: Nrf2 pathway inhibition; A549 ARE-Fluc reporter, luciferase luminescence, 18-24 h; Potency, µM (doses to about 46 µM), for inactives: at the highest dose activity change, negative = inhibition, most hits filed as inhibitors; 360,000 compounds, 2.1% hits; further: potency means the concentration at half of the fitted maximal effect; on the % scale 0 is the no-effect control and ±100 the full control effect; nearly all actives have a fitted effect of over 60% in size
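Reporter: ARE-Fluc in A549. Exposure: 18-24 h, 37 °C, 5% CO2, 5% FBS OPTI-MEM. Readouts: fluorescent cytotoxicity (CellTiter-Fluor), then luminescent Nrf2 signal after BugLite.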
* marks the source's active call; other numbers are inactive results; i = inactive; ? = inconclusive; . = no result given; & = joins results of further samples; [ ] = remark or other dose. Unless noted, the call rests on the fitted dose curve; in most records, active means well fitted curve in the direction sought with a large enough effect; inconclusive means small, poorly fitted or top-dose-only effect, or another doubt; inactive means no such curve, though single readings can be large; an effect the other way counts as inactive or inconclusive. No enrichment for hits; about 4.4% have a hit in one of these screens.

SMILES	Mm-Cpn inhibitor	CCT chaperon mod	Nrf2 ARE act	S2 tox	pAkt inh	TGFb SMAD3 inh	A549 viability	HepG2 tox	Nrf2 inh
N#C/C(=C/c1ccc(Cl)cc1)c1nc(-c2ccc(Br)cc2)cs1	.	.	-1.2%	i	.	-4%	2%	-5%	1%
COc1cccc(CN2CC(C(=O)NCCSc3nnnn3C)CCC2=O)c1 (stereo unspecified)	-1%	-2.5	0.2%	i	i	-13%	2%	8%	10%
Cc1[nH]c2ccccc2c1C(=O)COC(=O)C1CC(O)CN1S(=O)(=O)c1ccc(Cl)cc1 (stereo unspecified)	2%	1.8	-0.3%	i	i	?	-3%	-39%	-7%
COc1ccc(C(=O)N2CCN(c3nc4c(C)c(Cl)ccc4s3)CC2)c(OC)c1	.	.	4.1%	i	.	?	-10%	11µM*	.
Cc1ccc(-c2nnc3ccc(SCC(=O)N4CCc5ccccc54)nn23)cc1	-6%	0.7	0.1%	i	i	6%	?	-1%	-24%
CN(c1ccc(OCC(=O)OCc2nnc(-c3ccccc3)o2)cc1)S(=O)(=O)c1ccc(Cl)cc1	-5%	0.8	3.2%	i	i	3%	-1%	-13%	8%
COc1cccc(C(=O)N2CCC(O)(c3cccnc3)CC2)c1	-1%	0.1	-0.5%	i	i	0%	1%	7%	8%
O=C(C1CCN(c2nc(-c3ccccc3)nc3c2CCC3)CC1)N1CCCC1	.	-6.2	0.1%	i	i	?	-1%	-27%	?
CCOC(=O)c1cnc(N2CCN(c3ccccc3)CC2)[nH]c1=O	-2%	-2.0	-0.5%	?	i	0%	1%	10%	5%
CCCCCc1c(C)nc(N2CCc3ccccc3C2)[nH]c1=O	0%	-0.2	-0.2%	i	i	-11%	11%	2%	2%
COc1cc(NC(=O)c2sc3ncn(CC(=O)N4CCC(C)CC4)c(=O)c3c2C)cc(OC)c1OC	1%	-0.3	0.6%	.	i	0%	4%	14%	-18%
C=CCNC(=O)[C@H]1N2C(=O)c3ccccc3C2SC1(C)C (stereo partly specified)	0%	-2.7	-0.5%	i	i	2%	2%	-9%	6%
CC1CCc2nc3ncn(Cc4ccc(Cl)cc4)c(=O)c3cc2C1 (stereo unspecified)	.	.	3.9%	?	.	0%	-3%	-2%	.
COCCN1Cc2cccc(C(=O)Nc3ccc(C)cc3C)c2C1=O	.	.	-0.2%	?	.	-30%	0%	-7%	?
Cc1ccc2nc(N/C(=N/S(=O)(=O)c3ccc(F)cc3F)c3ccccc3)sc2c1	1%	2.2	0.1%	i	i	2%	-13%	-13%	?
COc1ccc(OC)c(-n2nnnc2SCC(=O)Nc2nc(C)c(C)s2)c1	-19%	-1.9	-0.1%	i	i	-20%	0%	-16%	-4%
O=C(Nc1cnn(Cc2ccc(Cl)cc2)c1)c1ccc([N+](=O)[O-])cc1	1%	0.5	-0.5%	i	i	-3%	-3%	-11%	?
CCC(O)c1nc2ccccc2n1Cc1cc(C)ccc1C (stereo unspecified)	.	.	2.5%	.	.	-14%	-5%	2%	-3%
COc1ccc(N2CCN(C(=O)c3ccc(-c4nc(COc5ccccc5)c(C)o4)cc3)CC2)cc1	.	.	0.1%	i	.	6%	2%	7%	22%
COc1ccccc1OCC(=O)Nc1c2c(nn1-c1ccc(F)cc1)CS(=O)(=O)C2	2%	-4.6	-0.4%	i	i	1%	-3%	2%	-6%
CNC(=O)N1CCN(C(=O)NC)CC1	1%	1.9	0.1%	i	i	35%[activator]	-1%	1%	7%
CC(=O)c1cccc(NCC(=O)Nc2cc(S(=O)(=O)N3CCCCC3)ccc2C)c1	-5%	1.0	0.6%	?	i	-4%	-3%	-15%	-4%
CCOC(=O)/C(C#N)=C/N=c1ccc(C)cn1C	0%	1.3	5.6%	?	i	11%	-11%	-3%	?
O=C(NC1CCCCC1)N1CCN(CCc2ccccc2)CC1	-8%	-1.6	-0.4%	i	i	4%	10%	-18%	0%
CCc1cc(=O)oc2cc(OCC(=O)NCCCN3CCCC3=O)ccc12	-1%	-0.6	-0.4%	i	i	-6%	0%	-11%	4%
Going on with the list:
SMILES	Mm-Cpn inhibitor	CCT chaperon mod	Nrf2 ARE act	S2 tox	pAkt inh	TGFb SMAD3 inh	A549 viability	HepG2 tox	Nrf2 inh
Cc1ccc(S(=O)(=O)Nc2cccc(-c3ccc4nnc(C)n4n3)c2)s1	0%	0.8	5.5%	i	i	-2%	0%	-27%	?
N#CCCN1CCN(C(=S)c2ccc(-c3ccc(Cl)c(Cl)c3)o2)CC1	-14%	-2.3	11%	i	i	-9%	-13%	-7%	-18%
O=C(COC(=O)CCC(=O)c1cccs1)Nc1ccccc1[N+](=O)[O-]	-1%	-0.7	0.1%	i	i	-1%	0%	-3%	8%
Cn1nnnc1Sc1ncnc2scc(-c3ccccc3Cl)c12	0%	.	-2.1%	?	.	?	-4%&-15%	3%	26µM*
COc1ccccc1OC(=O)c1cc2ccccc2oc1=O	1%	3.2	0.9%	i	i	16%	-1%	6%	4%
O=C(CCc1nnc(C2(c3ccc(Cl)cc3)CCC2)o1)NCCCn1cccn1	-1%	-1.0	0.1%	i	i	-1%	0%	24%	7%
CC(C)C1C(=O)N(Cc2cn(CCC3OCCO3)nn2)CCS(=O)(=O)N1Cc1ccc(-c2ccc(F)cc2)cc1 (stereo unspecified)	.	-2.2	-0.1%	?	i	?	.	-20%	.
c1cncc(-c2cn(C[C@H]3CC[C@H](Cn4cc(-c5cccnc5)nn4)O3)nn2)c1	-1%	-2.0	-0.4%	i	i	3%	7%	-16%	-16%
Cc1noc(C)c1NC(=O)N(C)C[C@@H]1Oc2c(NC(=O)NC(C)C)cccc2C(=O)N([C@@H](C)CO)C[C@@H]1C	0%	-2.4	-0.7%	i	i	14%	-1%	1%	11%
Cc1ccc(NC(=O)c2nsc(Cl)c2Cl)cc1	-4%	1.1	5.6µM*	i	i	-20%	5%	-1%	?
O=C(CN1C(=O)C2C3C=CC(C3)C2C1=O)OCC(=O)c1ccc(Cl)cc1 (stereo unspecified)	-6%	0.0	0.1%	i	i	-27%	3%	0%	13%
NC(=S)N/N=C/c1cc([N+](=O)[O-])ccc1Cl	-2%	-0.8	0.3%	i	i	5%	-2%	5%	-9%
Cn1c(/N=C/c2c[nH]c3ccccc23)nc2ccccc21	-1%	-0.5	-0.4%	i	i	0%	-5%	5%	6%
Cc1cc(Br)ccc1NC(=O)CN(C)C(=O)CSC(=S)N1CCCC1	0%	-3.5	0.2%	i	i	-5%	4%	-38%	0%
O=c1cc(N2CCN(c3ccccc3Cl)CC2)[nH]c(=O)n1Cc1ccc(F)cc1	0%	-1.0	-0.2%	i	i	0%	-19%	-14%	5%
N#C/C=C/C(=C\Nc1ccc(Cl)cc1)S(=O)(=O)c1ccccc1	-5%	-4.3	8.0%	i	i	4%	-6%	3%	?
COc1ccc(C2C(C#N)=C(N)Oc3cc4c(cc32)OCO4)cc1 (stereo unspecified)	0%	-2.4	0.0%	i	i	-22%	?	-1%	?
Cc1cc(NC(=O)Cn2nc(C(=O)O)c3ccccc3c2=O)ccc1Br	0%	-2.5	2.3%	i	i	-18%	2%	-22%	-1%
Oc1ccc2ccccc2c1N=Nc1ccccc1F	2%	-1.1	3.5µM*	i	i	?	-7%	-39%	28%
CSc1ccccc1C(=O)N1CCN(c2cccc(Cl)c2)CC1	2%	-1.6	2.3%	i	i	?	?	-47%	16µM*
Cc1nccn1CCCNC(=O)C1CCC(=O)N(Cc2ccccc2F)C1 (stereo unspecified)	4%	-1.0	2.4%	i	i	-7%	2%	8%	0%
CN(C)CCC(=O)N1c2ccccc2Sc2ccc(Cl)cc21	2%	1.0	?	i	i	-15%	3%	-13%	-12%
COc1cccc(-c2c(C(=O)N/N=C/c3ccc(C)s3)nnn2-c2nonc2N)c1	2%	-3.0	-0.4%	i	i	-3%	-13%	-11%	-11%
C=CCn1c(SCC(=O)N(CC)C2CCS(=O)(=O)C2)nc2cc(C(=O)O)ccc2c1=O (stereo unspecified)	0%	-1.0	-0.8%	i	i	-6%	6%	-5%	6%
